Glyco luc inh = increase of ERlucT glycosylation luciferase signal, primary screen, N-linked glycosylation inhibitor project, D54 ERlucT cells, luminescence, set 2. 360,000 tested, 0.23% active. D54 ERlucT glycosylation luciferase reporter, 24 h; percent of 100 nM tunicamycin response. reporter increase, % at 12.5 µM;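 active means mean luciferase reporter signal, scaled so untreated is 0 and the glycosylation-blocking control 100, at or above a set limit in every replicate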;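 further: luciferase carries N-glycosylation sites so blocking glycosylation raises the light; 0% = median of neutral control wells and 100% = median of 100 nM tunicamycin wells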
ABHD5 PLIN5 PPI = ABHD5-PLIN5 interaction inhibitors, primary screen, cell lysate, split luciferase complementation, luminescence | Perilipin-5 (Homo sapiens) + 1-acylglycerol-3-phosphate O-acyltransferase ABHD5 (Homo … | Split G. princeps luciferase complementation, 4 h | inhibition, % at 4 µM | 360,000 tested, 0.78% active | AID 602281, 2012;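 active means inhibition above the mean inhibition across every tested compound plus 3 SD, cut at about 22% in these data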;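 further: 0% = DMSO only wells and the 100% control is not disclosed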
ABCB6 inh 2 = ABCB6 transporter inhibitors, primary screen, K562-ABCB6 cells, flow cytometry, MLPCN library | 360,000 tested, 0.19% active | fluorescence ratio to DMSO, % at 10 µM | K562-ABCB6 porphyrin accumulation, 1 h; active compounds read low | ATP-binding cassette sub-family B member 6 (Homo sapiens), Q9NP58;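 active means fluorescence ratio to DMSO below 75%, the collection mean minus 3 SD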;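 further: signal is porphyrin accumulated inside mitochondria; 100% equals median channel fluorescence of DMSO control wells; lower ratio means ABCB6 inhibition with less porphyrin fluorescence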
HTR2A ag = mouse Htr2a agonists via beta-arrestin recruitment, primary screen, cell-based, luminescence. CHO-K1 mHTR2A beta-arrestin complementation; percent of 30 µM serotonin response. 5-hydroxytryptamine receptor 2A (Mus musculus), P35363. activation, % at 7.6 µM. 360,000 tested, 0.66% active;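 active means activation above a run cutoff, the mean activation of all tested compounds plus 3 SD, cut at about 14% in these data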;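 further: 0% = plate median of compound wells and 100% = 30 µM serotonin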
NOD2-RIPK2 inh = NOD2-RIPK2 binding disruptors in cells, primary screen, fluorescence, CHO cells, BLA complementation | Receptor-interacting serine/threonine-protein kinase 2 (Homo sapiens), O43353 | CCF4 ratio | inhibition, % at 4.98 µM | 360,000 tested, 0.38% active | AID 624267, 2012; in the data active means inhibition above about 21%;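 further: 0% = vehicle only and 100% = reference blocker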
MC4R antagonist = MC4R antagonists of cAMP signaling, primary screen, cell-based, TR-FRET, antagonist arm of biased-ligand search; 360,000 tested, 0.48% active; MC4R-expressing cells, MTII-stimulated cAMP, LANCE TR-FRET; inhibition, % at 6.5 µM; AID 540295, 2011;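 active means inhibition above its plate's cutoff, the mean of tested wells on that plate plus 3 SD, cut at about 29% in these data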;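 further: 0% = Melanotan II alone and 100% = Melanotan II plus saturating MCL0020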
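Assay system: U2OS cells stably expressing human melanocortin 4 receptor (MC4R) / Dosing: 6.5 µM / Timing: compound 30 min, challenge 1 h, detection 1 h / Measured by: Eu-cAMP/anti-cAMP TR-FRET, emission 671 nm / Replicates: singlicate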
TLR9-MyD88 block = inhibitors of TLR9-MyD88 association in cells, primary screen, cell-based, CHO, BLA complementation, fluorescence; Toll-like receptor 9 (Homo sapiens) + Myeloid differentiation primary response protein …; CCF4 FRET ratio; inhibition, % at 4.98 µM; 340,000 tested, 0.21% active; AID 504734, 2011;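 active means inhibition above the mean over all tested compounds plus 3 SD, cut at about 21% in these data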;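 further: 0% = DMSO only wells and 100% = clavulanate BLA inhibitor control wells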
Cardio protect = cardioprotection against H2O2-induced cell death, primary screen, uHTS, H9c2 cells, ATPLite luminescence. protection from H2O2 cell death, % at 20 µM. H9c2 cardiomyocytes, H2O2 injury protection, 2 h. 360,000 tested, 0.63% active;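 active means compounds giving at least 50% protection of heart cells from peroxide-induced death in the single-dose screen, raw or plate-pattern-corrected value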;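 further: 0% = DMSO wells with peroxide and 100% = DMSO wells without peroxide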
MC4R ag barr = MC4R agonists recruiting beta-arrestin, primary screen, cell-based, luminescence, agonist arm of biased-ligand search; activation, % at 8.9 µM; Melanocortin receptor 4 (Homo sapiens), P32245; U2OS MC4R beta-arrestin complementation; percent of melanotan II response, DMSO zero; 360,000 tested, 0.98% active;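 active means activation above a per-plate cutoff, the mean activation of sample wells on that plate plus 3 SD, cut at about 8% in these data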
SRC2 inh = inhibition of GAL4-SRC2 driven luciferase reporter, primary screen, SRC2 inhibitor project, cell-based, luminescence; 370,000 tested, 0.17% active; inhibition, % at 9 µM; HEK293 GAL4-SRC2 luciferase reporter; Nuclear receptor coactivator 2 (Homo sapiens), Q15596;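 active means inhibition above the mean inhibition of all tested compounds plus 3 SD, set per campaign, cut at about 52% in these data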;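 further: 0% = DMSO treated cells and 100% = cells given Gossypol at 36 µM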
Target sequence (Q15596 whole entry, looked up, the tested form may be a part): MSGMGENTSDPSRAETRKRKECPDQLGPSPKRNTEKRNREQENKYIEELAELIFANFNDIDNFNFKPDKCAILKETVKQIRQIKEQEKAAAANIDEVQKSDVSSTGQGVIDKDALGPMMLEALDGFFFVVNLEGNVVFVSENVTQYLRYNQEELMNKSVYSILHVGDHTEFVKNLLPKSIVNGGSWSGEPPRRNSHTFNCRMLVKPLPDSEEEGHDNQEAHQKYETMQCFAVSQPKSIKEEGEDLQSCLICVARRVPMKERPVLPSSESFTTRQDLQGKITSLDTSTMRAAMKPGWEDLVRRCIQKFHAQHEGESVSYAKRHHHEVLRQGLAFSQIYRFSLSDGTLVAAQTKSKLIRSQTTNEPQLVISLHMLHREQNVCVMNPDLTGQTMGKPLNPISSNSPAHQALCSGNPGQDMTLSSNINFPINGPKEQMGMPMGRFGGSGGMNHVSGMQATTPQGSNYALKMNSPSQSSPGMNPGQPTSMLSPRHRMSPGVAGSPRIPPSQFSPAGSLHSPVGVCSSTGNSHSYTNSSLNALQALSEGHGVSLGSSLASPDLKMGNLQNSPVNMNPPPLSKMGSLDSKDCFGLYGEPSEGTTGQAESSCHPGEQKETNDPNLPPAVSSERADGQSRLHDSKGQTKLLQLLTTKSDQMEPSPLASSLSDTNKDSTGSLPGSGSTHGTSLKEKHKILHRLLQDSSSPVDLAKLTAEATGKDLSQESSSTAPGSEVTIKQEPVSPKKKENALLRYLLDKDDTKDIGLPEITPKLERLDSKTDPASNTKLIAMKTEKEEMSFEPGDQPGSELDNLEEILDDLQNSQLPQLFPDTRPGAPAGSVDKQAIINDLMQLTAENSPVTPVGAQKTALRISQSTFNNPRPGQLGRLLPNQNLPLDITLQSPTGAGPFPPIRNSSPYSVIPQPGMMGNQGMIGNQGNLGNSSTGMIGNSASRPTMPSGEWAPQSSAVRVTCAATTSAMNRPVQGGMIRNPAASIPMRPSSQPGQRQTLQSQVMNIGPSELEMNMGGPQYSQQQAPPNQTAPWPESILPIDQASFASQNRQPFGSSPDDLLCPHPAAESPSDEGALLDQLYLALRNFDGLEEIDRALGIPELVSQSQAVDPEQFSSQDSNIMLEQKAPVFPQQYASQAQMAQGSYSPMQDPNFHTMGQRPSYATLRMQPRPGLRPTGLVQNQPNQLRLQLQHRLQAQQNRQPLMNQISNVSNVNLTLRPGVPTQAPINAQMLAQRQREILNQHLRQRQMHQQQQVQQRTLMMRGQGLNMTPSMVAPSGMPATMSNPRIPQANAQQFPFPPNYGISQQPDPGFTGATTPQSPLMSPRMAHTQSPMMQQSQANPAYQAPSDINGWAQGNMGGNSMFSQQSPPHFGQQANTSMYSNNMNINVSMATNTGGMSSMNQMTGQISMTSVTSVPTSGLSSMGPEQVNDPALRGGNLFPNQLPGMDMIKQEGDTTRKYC
An asterisk follows results filed as active; nt = not tested or not shown. Not all compounds are listed; rates above refer to the full screens.

SMILES	Glyco luc inh	ABHD5 PLIN5 PPI	ABCB6 inh 2	HTR2A ag	NOD2-RIPK2 inh	MC4R antagonist	TLR9-MyD88 block	Cardio protect	MC4R ag barr	SRC2 inh
O=C(Nc1cccnc1)C1CCC(CNS(=O)(=O)c2cccc3nsnc23)CC1 (configuration not stated)	-2	0	97	-7	1	3	10	-2	-1.9	5
O=C(Nc1ccc2c(c1)OCO2)C1CCN(C(=O)CSc2ncnc3ccccc23)CC1	-6	-2	100	-2	2	7	-6	25	-1.2	4
CC(C)CNC(=O)C1CCCN1S(=O)(=O)c1ccc(Cl)cc1 (configuration not stated)	2	6	94	1	-8	-4	7	1	0.4	-17
CCOc1ccccc1/C=C(\C(=O)O)c1ccc(S(=O)(=O)N2CCCCC2)s1	0	-5	101	1	4	0	-4	2	-2.2	7
C#CCN1C=CC(=O)[C@@H](OC(=O)NCCC)[C@H]1c1ccccc1Br	1	-2	100	10	-2	-4	-5	6	-0.2	21
CCCCCC(=O)Nc1ccc(C(=O)COC(=O)CN2C(=O)NC3(CCCC3)C2=O)cc1	0	-5	100	6	-10	3	11	0	-1.3	-26
CC(C)C[C@H](NC(=O)[C@H](Cc1ccccc1)n1c(=O)[nH]c2ccccc2c1=O)C(=O)N1CCC[C@H]1C(=O)O	1	-2	99	4	-5	4	7	0	-0.7	-16
COc1ccc(NC(=O)c2cccnc2N2CCCCC2)cc1	3	8	90	-1	4	1	-1	15	-1.9	-15
Cc1cc(N)n2nc(C)c(-c3ccccc3)c2n1	4	-3	105	-2	-8	6	-4	-4	-0.7	-18
COc1ccc(C(=O)N2CC3(CC(c4cccc(NC(=O)COc5ccc(Cl)cc5)c4)=NO3)C[C@@H]2C(N)=O)cc1 (some centres not stated)	1	3	101	13	2	13	-4	-15	-0.2	5
Cc1nc2ccc(CCO)cc2s1	1	-7	102	-6	-11	-3	7	0	-0.6	-12
Cc1ccc(C=Nc2cccnc2N)cc1	2	-29	103	2	6	-16	6	-6	-0.7	nt
CCCOc1ccc(-c2nc(OC)c3ccccc3n2)cc1	2	-9	107	-1	10	-2	-2	-29	1.3	-112
Cc1n(N)c2ccccc2[n+]1CC(=O)c1ccccc1	1	6	97	6	-3	5	10	9	-2.5	-1
Cc1ccc(NC(=O)NNS(=O)(=O)c2ccc(Br)cc2)cc1	3	2	106	3	-1	1	8	10	0.0	-11
COc1ccc(NC(=O)CC2SC(N3CCCC3)=NC2=O)cc1Cl (configuration not stated)	1	-1	102	0	-11	1	-7	4	-1.0	-44
CN(C)c1ccc(-n2cccc2/C=C2/SC(=Nc3ccc(F)cc3)NC2=O)cc1	2	-8	95	-3	3	2	0	-2	0.1	6
O=C(Nc1ccc(C(F)(F)F)cc1)C1CCCN1S(=O)(=O)c1cccc2cccnc12 (configuration not stated)	-4	-2	92	-4	-8	-12	7	-14	0.2	11
CCCc1[nH]c(=O)c(C#N)c2c1COC(C)(C)C2	1	-2	103	6	-3	9	-7	-2	-0.7	4
CCOC(=O)CNC(=O)CSc1nc2nc(C)c(Br)cc2[nH]1	0	0	191	4	1	0	-8	50*	0.9	4

3 entries from above, ordered by their value in HTR2A ag, high to low.
molecule	HTR2A ag
CC(C)CNC(=O)C1CCCN1S(=O)(=O)c1ccc(Cl)cc1 (configuration not stated)	1
CCCOc1ccc(-c2nc(OC)c3ccccc3n2)cc1	-1
Cc1cc(N)n2nc(C)c(-c3ccccc3)c2n1	-2

4 of the compounds above, with values under each structure.
Below each SMILES: Glyco luc inh, ABHD5 PLIN5 PPI, ABCB6 inh 2, HTR2A ag, NOD2-RIPK2 inh, MC4R antagonist, TLR9-MyD88 block, Cardio protect, MC4R ag barr, SRC2 inh
CC(C)CNC(=O)C1CCCN1S(=O)(=O)c1ccc(Cl)cc1 (configuration not stated)
 : 2, 6, 94, 1, -8, -4, 7, 1, 0.4, -17
CN(C)c1ccc(-n2cccc2/C=C2/SC(=Nc3ccc(F)cc3)NC2=O)cc1
 : 2, -8, 95, -3, 3, 2, 0, -2, 0.1, 6
O=C(Nc1ccc2c(c1)OCO2)C1CCN(C(=O)CSc2ncnc3ccccc23)CC1
 : -6, -2, 100, -2, 2, 7, -6, 25, -1.2, 4
CC(C)C[C@H](NC(=O)[C@H](Cc1ccccc1)n1c(=O)[nH]c2ccccc2c1=O)C(=O)N1CCC[C@H]1C(=O)O
 : 1, -2, 99, 4, -5, 4, 7, 0, -0.7, -16

The list goes on:
SMILES	Glyco luc inh	ABHD5 PLIN5 PPI	ABCB6 inh 2	HTR2A ag	NOD2-RIPK2 inh	MC4R antagonist	TLR9-MyD88 block	Cardio protect	MC4R ag barr	SRC2 inh
Cc1ccc(C=NNC(=O)c2cc(-c3cccnc3)nc3ccccc23)o1	21	0	94	5	-7	-13	2	10	-0.8	0
COc1ccc(N2C(=O)[C@@H]3Cc4ccccc4CN3C2=O)cc1	2	11	93	0	-16	-2	-15	-2	-0.2	-3
Cc1noc(C)c1S(=O)(=O)NCc1ccc2c(c1)OCO2	-1	7	101	32*	-8	2	5	2	-0.8	21
CC(=NNC(=O)CCC(=O)Nc1ccccc1Cl)c1ccco1	0	3	99	-1	-2	6	-4	5	-0.1	-13
COc1ccc(NC(C)=O)cc1NC(=O)CN1CCN(S(=O)(=O)c2ccc(C(C)C)cc2)CC1	-2	6	94	7	7	7	12	5	0.1	-3
O=C(NCC1CCCCC1)c1csc([C@@H]2O[C@H](CO)[C@H](O)[C@H](O)[C@H]2O)n1	1	-4	101	-5	-6	7	nt	0	0.0	-6
CCC(=O)Nc1nc2c(OC)ccc(OC)c2s1	4	4	98	11	6	10	-19	-4	-1.4	-15
CCOC(=O)Cn1nnnc1CN(Cc1cccs1)Cc1cc2cc(C)cc(C)c2[nH]c1=O	2	-4	102	-1	13	11	-7	15	-0.5	15
COc1ccc(N2CCN(CCNC(=O)CCNS(=O)(=O)c3cccs3)CC2)cc1	1	4	98	-8	1	9	-2	-7	-1.1	7
COc1cccc(NC(=O)C2CCC(CNC(=O)[C@@H]3Cc4ccccc4CN3)CC2)c1 (some centres not stated)	-2	5	89	3	11	-1	-1	-1	-0.9	-4
Cn1nnnc1SCC(=O)Nc1cccc([N+](=O)[O-])c1	-1	2	110	-4	1	2	nt	5	-0.9	-29
CCOc1ccc(N2C(=O)CC(Cc3ccc(Br)cc3)C2=O)cc1 (configuration not stated)	1	-15	98	0	-4	19	-2	-4	1.4	4
CC1CCCC(C)N1C(=O)COC(=O)CNS(=O)(=O)c1ccc2ccccc2c1 (configuration not stated)	1	0	102	2	6	12	-2	3	-0.9	-22
Cc1ccccc1OCC(=O)Nc1ccc2c(c1)ncn2C	-2	1	95	2	-8	12	5	2	0.8	-38
COc1ccc(CNC(=S)Nc2cccc(OC)c2)cc1	0	-3	100	0	0	13	-5	-2	2.3	6
Cc1ccccc1C(=O)N1CCN(c2ccc(NC(=O)c3cccs3)cc2)CC1	-12	-3	98	0	1	12	-8	10	-4.8	5
O=C(Nc1ccnn1C1CCN(C/C=C/c2ccccc2)CC1)c1cccc(F)c1	0	5	98	-13	3	5	-2	7	-4.0	-1
CC1=NN(c2ccccc2)C(=O)/C1=C/C=C/C=C/N(C)C	-5	17	101	-4	-12	-38	4	3	-6.3	-1
O=C(NCc1cccnc1)c1ccc(-c2ccc(Cl)cc2)o1	4	-4	97	-2	-10	11	-2	-5	0.4	8
CCN1N=C(c2ccccc2)Cn2c1nc1ccccc12	8	-7	89	-2	9	18	8	8	-1.0	-1
Cc1cc(C)cc(NC(=O)CSCc2nc3c(nnn3Cc3ccc(F)cc3)c(=O)[nH]2)c1	3	6	97	-1	-7	-3	-1	4	0.1	10
O=C(Nc1cccnc1)Nc1ccc(Br)cc1Cl	4	4	102	-7	-8	-3	-34	-9	-0.2	-13
Cc1c(NC(=S)NC(NC(=O)C(C)(C)C)C(Cl)(Cl)Cl)c(=O)n(-c2ccccc2)n1C (configuration not stated)	1	-1	101	-1	25*	5	-1	19	-1.3	0
O=C(Nc1ccccc1)NC1CCN(Cc2ccccc2)CC1	1	-7	101	-3	-18	-4	1	4	0.9	15
O=C(/C=C/c1ccc([N+](=O)[O-])s1)N1CCN(c2ccccc2)CC1	18	-2	101	-3	-12	4	7	-5	8.1	-6
CC(C)c1ccc(OCC(=O)N2CCc3ccccc3C2)cc1	1	-11	100	0	4	9	-2	-2	3.0	-14
